Source: PubChem BioAssay (National Center for Advancing Translational Sciences (NCATS))
ALDH1A1 inh – qHTS Assay for Inhibitors of Aldehyde Dehydrogenase 1 (ALDH1A1). Purified ALDH1A1, NADH fluorescence, propionaldehyde substrate. Potency, µM (highest dose often 75.3 µM), for inactives: at the highest dose activity, negative = inhibition, actives largely listed as inhibitors. AID 1030, 2008. 7.3% of 220,000 active. Aldehyde dehydrogenase 1A1 (Homo sapiens), P00352; active = well fitted inhibition curve with a large enough effect, not every such curve was filed as active; inconclusive = small, poorly fitted or top-dose-only effect, or another doubt; inactive = no such curve, though single readings can be large or run the other way;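 also: plate controls were no enzyme wells and a reference inhibitor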
RECQ1 helicase – qHTS Assay for Inhibitors of RecQ-Like Dna Helicase 1 (RECQ1); ATP-dependent DNA helicase Q1 (Homo sapiens), P46063; RECQ1 DNA unwinding, red fluorescence kinetic read; Potency, µM (top dose mostly 57.3 µM), without a hit: top-dose activity, negative = inhibition, hits mostly inhibitors; AID 2549, 2010; 0.54% of 240,000 active;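 also: plate controls were vehicle for no effect and no enzyme for full effect; nearly all actives have a fitted effect of over 30% in size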
Target sequence (P46063 whole entry, looked up): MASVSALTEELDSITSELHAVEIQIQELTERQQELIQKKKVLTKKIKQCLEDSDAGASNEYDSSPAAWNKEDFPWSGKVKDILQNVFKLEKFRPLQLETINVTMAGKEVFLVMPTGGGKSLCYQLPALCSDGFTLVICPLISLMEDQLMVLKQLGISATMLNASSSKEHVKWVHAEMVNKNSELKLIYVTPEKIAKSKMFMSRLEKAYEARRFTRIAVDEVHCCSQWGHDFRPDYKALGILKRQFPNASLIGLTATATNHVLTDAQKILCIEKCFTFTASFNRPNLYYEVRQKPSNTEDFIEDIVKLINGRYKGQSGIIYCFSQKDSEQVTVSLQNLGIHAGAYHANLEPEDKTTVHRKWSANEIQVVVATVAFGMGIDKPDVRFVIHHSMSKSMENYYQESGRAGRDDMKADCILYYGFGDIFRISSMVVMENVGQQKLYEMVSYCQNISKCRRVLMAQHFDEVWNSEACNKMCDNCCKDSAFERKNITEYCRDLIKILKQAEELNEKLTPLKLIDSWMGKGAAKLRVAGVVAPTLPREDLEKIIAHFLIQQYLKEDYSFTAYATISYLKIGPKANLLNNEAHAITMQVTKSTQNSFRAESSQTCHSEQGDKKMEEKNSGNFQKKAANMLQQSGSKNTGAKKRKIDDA
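RECQ1T1 50 nM; forked duplex (20 bp + 30-nt ss tails) 200 nM, ATP 2 mM final; pH 8.0, 2 mM MgCl2, 2.5 ug/ml poly(dI-dC); 15 min compound preincubation; discontinuous kinetic read over 2 h at RT.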
TR SRC2 fluor cs – Total Fluorescence Counterscreen for Inhibitors of the Interaction of Thyroid Hormone Receptor and Steroid Receptor Coregulator 2 | Potency, µM (doses to about 106 µM), for inactives: at the top dose fluorescence change, negative = quenching | AID 1479, 2009 | TRb/SRC2 Texas Red total fluorescence interference | 0.29% of 280,000 active; active = well fitted curve in either direction with a large enough effect; inconclusive = small, poorly fitted or top-dose-only effect
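Flags fluorescent or light-absorbing compounds by total fluorescence, S + 2P, at 555 nm excitation and 632 nm emission. Mixture: 20 nM Texas Red SRC2 peptide, 0.6 uM human TRb LBD, 1 uM T3, 5% DMSO; compound exposure 5 h at ambient temperature.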
TRb SRC2 PPI – qHTS for Inhibitors of the Interaction of Thyroid Hormone Receptor and Steroid Receptor Coregulator 2 | Thyroid hormone receptor beta (Homo sapiens), P10828 | TRbeta-SRC2 peptide binding, fluorescence polarization; receptor liganded with 1 µM T3 | Potency, µM (doses to about 106 µM), for the others: top-dose activity change, negative = inhibition, most hits filed as inhibitors | 0.065% of 280,000 active | AID 1469, 2008;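 also: plate controls were bound peptide for no effect and peptide without receptor for full effect; nearly all actives have a fitted effect of over 50% in size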
Target sequence (P10828 whole entry, looked up): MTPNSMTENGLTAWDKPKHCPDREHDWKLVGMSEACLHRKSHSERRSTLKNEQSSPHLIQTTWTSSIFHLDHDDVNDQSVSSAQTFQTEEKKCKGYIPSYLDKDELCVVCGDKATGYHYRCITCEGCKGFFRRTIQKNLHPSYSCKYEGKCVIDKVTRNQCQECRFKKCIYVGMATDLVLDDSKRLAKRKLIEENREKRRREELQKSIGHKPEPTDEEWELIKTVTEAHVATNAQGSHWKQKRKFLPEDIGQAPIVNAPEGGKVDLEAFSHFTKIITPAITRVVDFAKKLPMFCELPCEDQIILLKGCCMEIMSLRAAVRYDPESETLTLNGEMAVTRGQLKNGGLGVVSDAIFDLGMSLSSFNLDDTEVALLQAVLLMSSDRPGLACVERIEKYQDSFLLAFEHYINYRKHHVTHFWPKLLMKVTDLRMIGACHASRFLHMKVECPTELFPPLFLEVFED
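Compounds were added to 0.6 uM TRb ligand-binding domain and 20 nM Texas Red-labeled SRC2 peptide in Tris buffer containing 1 uM T3, incubated 5 hr at ambient temperature, then read by fluorescence polarization.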
Active calls of the source: *; [ ] = another dose, or the depositor's remark. Unless noted, calls follow the shape of the dose curve; as a rule, active = well fitted curve in the direction sought with a large enough effect; inconclusive = small, poorly fitted or top-dose-only effect, or another doubt; inactive = no such curve, though single readings can be large; an effect the other way counts as inactive or inconclusive. Unless noted, % is scaled to controls: 0 for no effect and ±100 for the full control effect; potency is read from the fitted curve at half-maximal effect. The list is partial, so the mix of outcomes need not match the whole.

O=C(N/N=C/c1ccccc1O)c1cc(-c2ccccc2)n[nH]1 was read as ALDH1A1 inh 8.9%.
COc1cccc(C2NC(=O)NC(C)=C2C(=O)OCCSC)c1OC (stereo unspecified) was read as ALDH1A1 inh -0.4%.
O=C(NCCN1CCCCC1)c1ccc(-n2c(=O)c(=O)[nH]c3ccccc32)cc1 was read as ALDH1A1 inh -0.4%.
Screening O=C(O)c1ccc(Cl)c(S(=O)(=O)Nc2ccccc2)c1 returned ALDH1A1 inh 8.2%.
Screening CN(C)S(=O)(=O)c1ccc(/C(O)=C2/C(=O)C(=O)N(CCN3CCCCC3)C2c2cccnc2)cc1 (stereo unspecified) returned ALDH1A1 inh 22.4µM*.
COCCN(CCOC)C(=O)c1ccc(Cc2nc3ccccc3[nH]2)cc1 was read as ALDH1A1 inh -7.7%.
`O=C(O)c1ccc(NS(=O)(=O)c2cccc3ccccc23)cc1` gave ALDH1A1 inh -4.4%.
For O=C(NCCN1CCCC1)c1ccc(-n2c(=O)c(=O)[nH]c3ccccc32)cc1 the results were ALDH1A1 inh 5.7%.
Screening Cc1cccc(CN2CCN(c3ccccn3)CC2)c1 returned ALDH1A1 inh inconclusive.
O=C(Oc1ccccc1)n1c(=O)oc2ccc(Cl)cc21 was read as ALDH1A1 inh 1.4%.
Screening CC1CCCCN1CCCNC(=O)c1ccc(Cc2nc3ccccc3[nH]2)cc1 (stereo unspecified) returned ALDH1A1 inh 3.7%.
O=C(O)c1cc(S(=O)(=O)Nc2cccc(F)c2)ccc1Cl was read as ALDH1A1 inh 6.8%.
O=C(NC1CCN(Cc2ccccc2)C1)c1ccc(Cc2nc3ccccc3[nH]2)cc1 (stereo unspecified) was read as ALDH1A1 inh 2.8%.
CCOc1cccc(-c2cc(C(=O)N/N=C/c3cccc(OC)c3O)[nH]n2)c1 was read as ALDH1A1 inh 4.4%.
For CCOc1ccc(-c2cc(C(=O)N/N=C/c3ccc(O)c(OC)c3)[nH]n2)cc1 the results were ALDH1A1 inh inconclusive.
Screening COc1ccc(S(=O)(=O)Nc2ccccc2C(=O)O)cc1 returned ALDH1A1 inh inconclusive.
`O=C(O)c1ccc(Cl)c(S(=O)(=O)Nc2ccccc2F)c1` gave ALDH1A1 inh 1.2%.
`Cc1cc(C)c(S(=O)(=O)Nc2ccccc2C(=O)O)cc1C` gave ALDH1A1 inh inconclusive.
`O=C(N/N=C/c1ccc(O)cc1O)c1cc(-c2ccccc2)n[nH]1` gave ALDH1A1 inh inconclusive.
`CCN1CCCC1CNC(=O)c1ccc(Cc2nc3ccccc3[nH]2)cc1` (stereo unspecified) gave ALDH1A1 inh -0.1%.
Screening O=C(NCCO)c1ccc(-n2c(=O)c(=O)[nH]c3ccccc32)cc1 returned ALDH1A1 inh -1.8%.
`O=C(NCCCN1CCOCC1)c1ccc(-n2c(=O)c(=O)[nH]c3ccccc32)cc1` gave ALDH1A1 inh 8.9%.
Screening CN1CCN(C(=O)c2ccc(-n3c(=O)c(=O)[nH]c4ccccc43)cc2)CC1 returned ALDH1A1 inh -13.1%.
Cc1cccc(NS(=O)(=O)c2cc(C(=O)O)ccc2Cl)c1 was read as ALDH1A1 inh -2.8%.

Arranged by heavy-atom count (high to low): some entries from above
CCOc1cccc(-c2cc(C(=O)N/N=C/c3cccc(OC)c3O)[nH]n2)c1 was read as ALDH1A1 inh 4.4%.
`O=C(N/N=C/c1ccc(O)cc1O)c1cc(-c2ccccc2)n[nH]1` gave ALDH1A1 inh inconclusive.
`O=C(O)c1ccc(Cl)c(S(=O)(=O)Nc2ccccc2F)c1` gave ALDH1A1 inh 1.2%.

New compounds follow:
`CCOC(=O)CCN1CCN(C(=O)c2ccc(-n3c(=O)c(=O)[nH]c4ccccc43)cc2)CC1` gave ALDH1A1 inh inconclusive.
`COc1ccc(-n2nnc3c(SCC(=O)N4CCCc5ccccc54)ncnc32)cc1` gave ALDH1A1 inh -5.4%.
CN(C)CCCCNC(=O)c1ccc(Cc2nc3ccccc3[nH]2)cc1 was read as ALDH1A1 inh 8.8%.
`CCN(CC)CCCC(C)NC(=O)c1ccc(Cc2nc3ccccc3[nH]2)cc1` (stereo unspecified) gave ALDH1A1 inh -1.4%.
For COc1ccc(S(=O)(=O)N(C)CC(=O)O)cc1C the results were ALDH1A1 inh 5.4%.
Screening CCN(CC)CCCC(C)NC(=O)c1ccc(-n2c(=O)c(=O)[nH]c3ccccc32)cc1 (stereo unspecified) returned ALDH1A1 inh -4.3%.
Screening O=C(c1csc2c1CCCC2)n1cccn1 returned ALDH1A1 inh -5.6%.
CC(C)Nc1nc(C#N)nc(Nc2ccccc2)n1 was read as RECQ1 helicase -12.7%.
Screening N#Cc1nc(Nc2ccccc2)nc(NC2CCCC2)n1 returned RECQ1 helicase -14.4%.
Screening CCCCNc1nc(C#N)nc(Nc2ccccc2)n1 returned RECQ1 helicase 3.6%.
`Cc1cc(C)cc(NC(=O)CCCn2nc(C)c3c(C)n(-c4ccccc4)nc3c2=O)c1` gave TR SRC2 fluor cs -1.4% and TRb SRC2 PPI -0.5%.
Screening CC(=O)c1ccc(NC(=O)C2CCN(S(=O)(=O)c3ccc4[nH]c5c(c4c3)CCCCC5)CC2)cc1 returned TR SRC2 fluor cs -0.2% and TRb SRC2 PPI 4.2%.
COc1ccccc1NC(=O)N1CC(=O)Nc2sc3c(c2C1c1ccccc1)CCCC3 (stereo unspecified) was read as TR SRC2 fluor cs 5.5% and TRb SRC2 PPI inconclusive.
`COc1cccc(-c2cc(C(=O)Nc3ccc(Br)c(C)c3)[nH]n2)c1` gave TR SRC2 fluor cs -2.0% and TRb SRC2 PPI -2.4%.
COC(=O)c1ccccc1NC(=O)c1oc2ccc3c(c2c1C)C(=O)CC(C)(C)O3 was read as TR SRC2 fluor cs -2.6% and TRb SRC2 PPI 0.7%.
`CC(C)CCCCCCCCCCCCCCC(=O)O` gave TR SRC2 fluor cs -1.8%[201 µM] and TRb SRC2 PPI 8.9%[201 µM].
`NC(N)=NCC1COc2ccccc2O1` (stereo unspecified) gave TR SRC2 fluor cs -0.7% and TRb SRC2 PPI 7.5%.
Screening Cc1cccc(C)c1OC(=O)CSc1nnc(-c2cccs2)o1 returned TR SRC2 fluor cs -0.2% and TRb SRC2 PPI 7.1%.
Screening CC(=O)c1cccc(NC(=O)CSc2ncc3c(n2)-c2cc(Cl)ccc2N(Cc2ccccc2)S3(=O)=O)c1 returned TR SRC2 fluor cs 0.3% and TRb SRC2 PPI 5.1%.
Screening Cc1ccccc1-c1noc(-c2cccnc2N2CCN(c3ccccc3)CC2)n1 returned TR SRC2 fluor cs -0.9% and TRb SRC2 PPI 7.0%.
CCOC(=O)c1c(C)[nH]c(C)c1S(=O)(=O)N1CCCC(C(=O)Nc2cccc(C)n2)C1 (stereo unspecified) was read as TR SRC2 fluor cs -1.8% and TRb SRC2 PPI 2.4%.
`CCOc1ccc(NC(=O)C2CCC(CNS(=O)(=O)c3ccc4c(c3)CCCC(=O)N4)CC2)cc1` (stereo unspecified) gave TR SRC2 fluor cs 0.5% and TRb SRC2 PPI 7.5%.
CCc1ccc(NCc2cc3cc4c(cc3n(CC(=O)Nc3cccc(OC)c3)c2=O)OCO4)cc1 was read as TR SRC2 fluor cs -2.6% and TRb SRC2 PPI -6.6%.
Screening O=C(Nc1ccc(F)cc1F)c1ccc2c(O)c(S(=O)(=O)c3ccc(Cl)cc3)c(=O)[nH]c2c1 returned TR SRC2 fluor cs -1.2% and TRb SRC2 PPI -1.9%.
`N#Cc1c[nH]n2c(NC3CCCCC3)c(-c3ccccc3F)nc12` gave TR SRC2 fluor cs -1.5% and TRb SRC2 PPI -2.8%.
For Cc1ccc(NC(=O)CCCn2c(=O)c3cccn3c3cccnc32)c(Cl)c1 the results were TR SRC2 fluor cs 0.0% and TRb SRC2 PPI 8.5%.
Screening CCOC(=O)c1ccc(NC(=O)CCCn2c(=O)c3cccn3c3cccnc32)cc1 returned TR SRC2 fluor cs -2.7% and TRb SRC2 PPI -1.2%.
CC1CCN(S(=O)(=O)c2ccc3c(c2)N(CC(=O)N(C)Cc2ccccc2)C(=O)CO3)CC1 was read as TR SRC2 fluor cs -1.8% and TRb SRC2 PPI -2.5%.
For CCc1ccc(OCCn2c(C3CC(=O)N(Cc4ccc(F)cc4)C3)nc3ccccc32)cc1 (stereo unspecified) the results were TR SRC2 fluor cs -0.9% and TRb SRC2 PPI 2.6%.
`COc1ccccc1N1CCN(c2ccc(-c3nc(-c4ccccc4)no3)cc2[N+](=O)[O-])CC1` gave TR SRC2 fluor cs -2.8% and TRb SRC2 PPI -13.9%.
`FC(F)(F)c1ccc(Cl)c(Cl)c1` gave TR SRC2 fluor cs 2.5%[201 µM] and TRb SRC2 PPI 4.7%[201 µM].
`CCc1ccc(S(=O)(=O)c2nnn3c2nc(NC2CCCC2)c2sccc23)cc1` gave TR SRC2 fluor cs -0.6% and TRb SRC2 PPI 0.4%.
Screening COc1ccccc1NC(=O)CSc1cn(CC(=O)N2CCCC2)c2ccccc12 returned TR SRC2 fluor cs -3.8% and TRb SRC2 PPI -1.8%.
`COc1ccc2c(CNCCc3ccco3)c(C(=O)O)n(Cc3ccc(F)cc3)c2c1` gave TR SRC2 fluor cs -1.4% and TRb SRC2 PPI 3.5%.
`COc1ccc(-n2c(=O)c3c(c4cc(OC)ccc4n3C)n(C)c2=O)cc1` gave TR SRC2 fluor cs -2.4% and TRb SRC2 PPI -1.8%.
Screening CCC(C)NC(=O)c1cnn(-c2cccc(F)c2)c1-n1cccc1 (stereo unspecified) returned TR SRC2 fluor cs -1.2% and TRb SRC2 PPI 3.8%.
COCCCNS(=O)(=O)c1cc(-c2onc(C)c2C)ccc1OC was read as TR SRC2 fluor cs -2.8% and TRb SRC2 PPI -1.9%.
`COc1ccc(-c2nc(SCCOc3cc(C)ccc3C(C)C)n3[nH]c(=O)cc3n2)cc1` gave TR SRC2 fluor cs 0.3% and TRb SRC2 PPI -5.6%.
For CCS(=O)(=O)N1CCc2cc(C(=O)NC(C)c3ccccc3)ccc21 (stereo unspecified) the results were TR SRC2 fluor cs -1.7% and TRb SRC2 PPI -3.5%.
Screening COc1ccc(Cn2c(C(=O)O)c(CNC3CCCC3)c3ccc(C)cc32)cc1 returned TR SRC2 fluor cs 0.7% and TRb SRC2 PPI -0.2%.

In the list so far, these contain a Cl atom.
Screening O=C(O)c1ccc(Cl)c(S(=O)(=O)Nc2ccccc2)c1 returned ALDH1A1 inh 8.2%.
O=C(Oc1ccccc1)n1c(=O)oc2ccc(Cl)cc21 was read as ALDH1A1 inh 1.4%.
O=C(O)c1cc(S(=O)(=O)Nc2cccc(F)c2)ccc1Cl was read as ALDH1A1 inh 6.8%.
`O=C(O)c1ccc(Cl)c(S(=O)(=O)Nc2ccccc2F)c1` gave ALDH1A1 inh 1.2%.
Cc1cccc(NS(=O)(=O)c2cc(C(=O)O)ccc2Cl)c1 was read as ALDH1A1 inh -2.8%.
Screening CC(=O)c1cccc(NC(=O)CSc2ncc3c(n2)-c2cc(Cl)ccc2N(Cc2ccccc2)S3(=O)=O)c1 returned TR SRC2 fluor cs 0.3% and TRb SRC2 PPI 5.1%.
Screening O=C(Nc1ccc(F)cc1F)c1ccc2c(O)c(S(=O)(=O)c3ccc(Cl)cc3)c(=O)[nH]c2c1 returned TR SRC2 fluor cs -1.2% and TRb SRC2 PPI -1.9%.
For Cc1ccc(NC(=O)CCCn2c(=O)c3cccn3c3cccnc32)c(Cl)c1 the results were TR SRC2 fluor cs 0.0% and TRb SRC2 PPI 8.5%.
`FC(F)(F)c1ccc(Cl)c(Cl)c1` gave TR SRC2 fluor cs 2.5%[201 µM] and TRb SRC2 PPI 4.7%[201 µM].
